Rpn11 block = Rpn11 (PSMD14) deubiquitinase inhibitors, primary screen, biochemical, fluorescence polarization, uHTS; human 26S proteasome, Ub4-pepOG fluorescence polarization; 20S core pre-blocked with epoxomicin; calls only at 20 µM; 360,000 compounds, 0.59% hits; AID 588493, 2011;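 active = inhibition at 20 µM, scaled to each plate's controls, above about 33%, limit read from the data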
DNMT1 inh = human DNMT1 methyltransferase inhibitors, primary screen, biochemical, molecular beacon, fluorescence, HinP1I cleavage, uHTS; AID 588458, 2011; inhibition (reported as % activation of signal), % at 10 µM; 360,000 compounds, 0.83% hits; in the data active = inhibition above about 50%
SUMO1-SIM PPI = modulators of SUMO1 protein-protein interactions, primary screen, biochemical, uHTS; Small ubiquitin-related modifier 1 (Homo sapiens), P63165; SUMO1 binding to a labelled peptide, TR-FRET, 1 h; inhibition, % at 20 µM; 360,000 compounds, 0.33% hits; in the data active = inhibition above about 37%
Target sequence (P63165 whole entry, looked up): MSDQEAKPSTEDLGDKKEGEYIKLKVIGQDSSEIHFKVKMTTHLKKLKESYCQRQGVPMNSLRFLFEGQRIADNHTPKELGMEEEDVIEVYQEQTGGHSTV
NadD block = inhibitors of S. aureus NadD, primary screen, biochemical, colorimetric, uHTS; purified NadD enzyme, colorimetric absorbance read-out; inhibition, % at 20 µM; 360,000 compounds, 0.78% hits; in the data active = inhibition above about 26%; note: some compounds past the cut are filed as inactive
LMPTP inh = LMPTP phosphatase inhibitors, primary screen, biochemical, fluorescence intensity, uHTS | Low molecular weight phosphotyrosine protein phosphatase (Homo sapiens), P24666 | recombinant LMPTP-A, OMFP fluorogenic substrate | inhibition, % at 20 µM | 360,000 compounds, 0.22% hits;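 active = compounds that cut the enzyme signal by at least half of the control window in the single-dose screen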;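 note: plate controls were DMSO wells with enzyme plus substrate for no effect and substrate without enzyme for full effect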
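Test system: LMPTP-A, protein tyrosine phosphatase of low molecular weight; Input: 0.625 nM enzyme; Incubation: 50 min dark incubation at room temperature; Signal: endpoint fluorescence intensity from OMFP dephosphorylation; Read-out basis: % inhibition versus control wells.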
Tb MetRS inh = T. brucei MetRS inhibitors, primary screen, biochemical, luminescence | purified T. brucei MetRS, ATP depletion, Kinase-Glo luminescence | inhibition, % at 11.9 µM | 360,000 compounds, 0.4% hits | AID 624268, 2012;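 active = inhibition above a per-plate cutoff of the control wells' mean inhibition plus 3 SD, cut at about 5.5% in these data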;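 note: 0% = DMSO wells median and 100% = median of wells with control inhibitor compound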
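Material: T. brucei methionyl-tRNA synthetase, purified; reagent: substrates ATP, L-methionine and bulk Escherichia coli tRNA; dosing: 11.9 µM single point; timing: 15 min plus 2 h at 25 °C; detection: luminescence of leftover ATP; evaluation: % inhibition; control set: DMSO-only wells as low control; replicates: singlicate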
Scp-1 inhibitor = Scp-1 phosphatase inhibitors, primary screen, biochemical, colorimetric, uHTS. Carboxy-terminal domain RNA polymerase II polypeptide A small phosphatase 1 (Homo …. Recombinant Scp1, phosphopeptide, malachite green phosphate absorbance. 340,000 compounds, 0.88% hits. inhibition, % at 20 µM. AID 493091, 2011;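 active = inhibition above about 50% at 20 µM, limit read from the data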;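 note: plate controls were DMSO wells with enzyme for no effect and wells lacking enzyme for full effect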
Target sequence (Q9GZU7 76-261 limits assumed): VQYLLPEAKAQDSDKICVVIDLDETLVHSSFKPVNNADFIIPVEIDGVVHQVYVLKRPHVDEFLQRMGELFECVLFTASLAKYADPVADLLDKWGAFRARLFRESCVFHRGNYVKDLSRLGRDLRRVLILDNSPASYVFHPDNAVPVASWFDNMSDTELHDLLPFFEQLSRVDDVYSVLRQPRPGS
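Incubation: 45 min enzyme reaction at room temperature / System: truncated SCP-1 phosphatase (76-261aa) / Reagent: Phospho 17-mer peptide substrate / Buffer or medium: Acidic Tris acetate buffer with magnesium and detergent / Signal: absorbance at 630 nm / Doses: one concentration, 20 µM, with 1.0% DMSO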
STEP inh = STEP phosphatase inhibitors, primary screen, biochemical, fluorescence intensity, uHTS. inhibition, % at 20 µM. 360,000 compounds, 0.25% hits. Tyrosine-protein phosphatase non-receptor type 5 (Homo sapiens), P54829. AID 588621, 2011. recombinant STEP, OMFP fluorogenic substrate;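 active = inhibition at 20 µM, scaled per plate between control wells, above about 37%, limit read from the data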;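 note: 0% = DMSO with enzyme and substrate and 100% = substrate only without enzyme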
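Assay system: isolated STEP enzyme / Timing: 20 min at room temperature, dark / Doses: 20 µM, 1% DMSO / Technique: fluorescence intensity, excitation 480 nm, emission 540 nm / Reagent: fluorogenic phosphatase substrate OMFP at 25 µM final / Measure: percent inhibition scaled to no-enzyme and uninhibited-enzyme controls, plate-pattern corrected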
PABP1 MLLE inh = inhibitors of PABP1 MLLE–PAM2 peptide binding, primary screen, biochemical, fluorescence polarization, FITC-PAM2, GST-MLLE; inhibition, % at 20 µM; 360,000 compounds, 0.36% hits; AID 588489, 2011; in the data active = inhibition above about 35%, passing the limit was not always enough;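 note: plate controls were DMSO wells with GST-MLLE for no effect and wells lacking GST-MLLE protein for full effect; some results filed as inactive read as strong as hits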
Target sequence (P11940 whole entry, looked up): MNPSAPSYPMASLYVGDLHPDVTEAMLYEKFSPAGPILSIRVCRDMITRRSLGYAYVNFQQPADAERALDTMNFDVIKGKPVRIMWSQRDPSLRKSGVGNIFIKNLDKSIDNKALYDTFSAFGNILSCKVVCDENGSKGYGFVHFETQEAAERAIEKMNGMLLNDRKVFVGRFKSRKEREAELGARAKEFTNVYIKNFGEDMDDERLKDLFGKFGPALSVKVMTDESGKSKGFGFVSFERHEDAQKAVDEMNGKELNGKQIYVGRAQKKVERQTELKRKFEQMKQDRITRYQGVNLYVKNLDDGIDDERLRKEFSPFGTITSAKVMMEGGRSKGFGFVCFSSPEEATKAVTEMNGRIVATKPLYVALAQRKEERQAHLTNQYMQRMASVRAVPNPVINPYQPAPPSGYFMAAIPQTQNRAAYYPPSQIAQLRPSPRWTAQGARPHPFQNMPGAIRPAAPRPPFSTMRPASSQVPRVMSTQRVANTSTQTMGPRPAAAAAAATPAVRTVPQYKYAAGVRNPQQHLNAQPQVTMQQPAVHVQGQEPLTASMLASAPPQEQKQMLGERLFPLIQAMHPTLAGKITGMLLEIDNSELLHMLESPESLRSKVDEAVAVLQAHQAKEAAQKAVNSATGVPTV
CSN inh = inhibitors of CSN-mediated cullin deneddylation, primary screen, biochemical, fluorescence polarization, uHTS; AID 651999, 2013; 360,000 compounds, 0.38% hits; Purified CSN, SCF-Nedd8-OG deneddylation; inhibition, % at 12.5 µM;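 active = pattern-corrected inhibition above about 35%, with an unprinted fluorescence ratio check between 0.5 and 1.5, limit read from the data, passing the limit was not always enough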;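 note: 0% = enzyme with substrate and 100% = substrate without enzyme; some results filed as inactive read as strong as hits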
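Assay system: Purified human Csn5 enzyme expressed in HEK293T cells | Amount: Enzyme 0.24 nM | Measured by: Fluorescence polarization readout | Medium: Tris/NaCl/DTT buffer, pH 7.5 | Compound dosing: One concentration, 12.5 µM, 0.25% DMSO | Times: 90 min incubation of compound, enzyme and substrate at room temperature | Control set: no-enzyme wells high, enzyme-with-substrate wells low | Read-out: % inhibition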
* hit, by the source's call; i = inactive; . = not tested or not shown. Hits appear at their usual frequency, and some 3.6% of all compounds hit somewhere here.

nr	compound	Rpn11 block	DNMT1 inh	SUMO1-SIM PPI	NadD block	LMPTP inh
1	O=C(Nc1nnc(-c2ccco2)s1)C1CC1	i	5	4	-1	0.0
2	Fc1ccc(COc2ccc(/C=N/n3cnnc3)cc2)cc1	i	0	-8	-3	-0.3
3	Cc1cc([N+](=O)[O-])nn1CCCC(=O)NC1CCCCC1	i	0	-10	-7	-0.2
4	O=C(CN1CCN(Cc2ccccc2)CC1)N/N=C/c1cccs1	i	1	-14	-1	-0.3
5	O=C1C(=Cc2ccco2)CCCC1=Cc1ccco1	.	100*	11	13	11
6	CC(=O)c1ccc(OCC(O)CN(C)CCOc2ccc(Br)cc2)cc1 (centres undefined)	i	0	-3	-4	-0.5
7	N#CCn1c(CCl)nc2ccccc2c1=O	i	0	-2	-4	-1.5
8	COc1ccccc1-c1cc(C(=O)N2CCN(c3ccccc3OC)CC2)no1	i	-7	4	4	1.7
9	Cc1cn2c(-c3ccc(Cl)cc3)nnc2s1	i	5	5	0	-0.7
10	CCOc1ccc(Nc2ncnc3c2cnn3C)cc1	i	4	4	1	-0.4
11	CCOc1cc(NC(=S)Nc2cccc(OC)c2)c(OCC)cc1NC(=O)C1CC1	i	9	-1	6	-0.7
12	CS(=O)(=O)N(Cc1ccccc1)c1ccc(C(=O)NCCSc2ccccn2)cc1	i	5	-1	-2	0.0
13	COc1ccc(C2C(C(=O)N3CCOCC3)=C(C)NC3=C2C(=O)CC(C)(C)C3)c(OC)c1 (centres undefined)	i	0	-4	-1	0.0
14	Cc1ccc(NC(=O)c2nc[nH]c2C(=O)N2CCCCC2)c(C(=O)c2ccccc2)c1	i	-3	0	2	-1.3
15	O=C(Nc1cccc(NC(=O)c2cccc([N+](=O)[O-])c2)n1)c1cccc([N+](=O)[O-])c1	i	11	-1	6	8.0

nr	Tb MetRS inh	Scp-1 inhibitor	STEP inh	PABP1 MLLE inh	CSN inh
1	-0.2	10	-1	9	-3
2	-0.1	-7	3	-5	-3
3	-0.6	-16	-2	5	3
4	2.6	1	0	-7	3
5	0.3	66*	7	-47	35
6	0.4	-1	1	9	0
7	-0.6	2	-3	-1	6
8	-0.1	-4	2	5	2
9	2.0	7	-3	-25	0
10	-0.4	-2	-3	1	0
11	-0.6	-13	8	34	1
12	-0.6	-2	-4	-9	4
13	-0.1	-5	-4	2	-4
14	-2.5	2	-3	-14	-4
15	0.0	-2	-2	7	3

Later entries:
nr	compound	Rpn11 block	DNMT1 inh	SUMO1-SIM PPI	NadD block	LMPTP inh
16	O=[N+]([O-])c1cccc(/C=N/Nc2cc(Cl)nc(-c3ccccc3)n2)c1	i	-7	2	15	6.1
17	Cc1ccc(N(CC(=O)N2CCc3ccccc32)S(=O)(=O)c2cccs2)cc1	i	-4	2	-3	2.1
18	CS(=O)(=O)Nc1ccc(C(=O)Nc2ccc(S(=O)(=O)N3CCCC3)cc2)cc1	i	-6	-2	5	-1.2
19	Cc1nn(CC(=O)NCC(C)c2ccccc2)c(=O)c2cc3occc3n12 (centres undefined)	i	0	4	5	-0.7
20	Cc1n[nH]c(=O)c2c1nnn2Cc1ccc(F)cc1	i	0	3	-1	-1.0
21	CC(=O)Nc1ccc(S(=O)(=O)NCCC(=O)OCC(=O)c2ccccc2)cc1	i	-1	4	-8	-0.8
22	O=C(CCCN1C(=O)c2ccccc2C1=O)Nc1nnc(C2CC2)s1	i	-2	-6	-3	1.7
23	Cc1nc2nc(SCC(=O)NCCCN3CCCC(C)C3)nn2c(C)c1Cc1ccccc1Cl (centres undefined)	i	-2	-3	-6	-0.6
24	CC(=O)N=c1c(C#N)cc2c(=O)n3cccc(C)c3nc2n1Cc1ccco1	i	49	20	10	3.5
25	COc1cccc(C2NC(=O)NC(C)=C2C(=O)Nc2cc(OC)ccc2OC)c1 (centres undefined)	i	-7	2	-1	-1.6
26	COc1ccc(/C=C/C(=O)OCC(=O)NCC2CCCO2)cc1 (centres undefined)	i	0	-9	-8	0.3
27	Cc1n[nH]c(=S)n(/N=C/c2cccs2)c1=O	i	0	-7	5	-0.8
28	Cc1noc(C)c1CSc1nc2ccccc2c(=O)n1-c1ccccc1	i	0	6	-4	1.8
29	CCN(CC)C(=O)Oc1ccc2c(=O)c(-c3ccc(OC)cc3)c(C)oc2c1	i	-7	-3	-13	-0.5
30	Cc1ccccc1-c1nsc(SCC(=O)NCc2ccc3c(c2)OCO3)n1	i	-3	2	-6	1.5

nr	Tb MetRS inh	Scp-1 inhibitor	STEP inh	PABP1 MLLE inh	CSN inh
16	0.4	-10	5	-9	-6
17	-0.8	-10	1	-3	1
18	1.8	-2	-4	0	2
19	0.4	-2	0	-2	-4
20	-0.6	-4	0	16	4
21	-0.5	10	0	-5	-2
22	-0.7	3	-1	-28	5
23	0.3	-3	5	3	-3
24	-0.6	70*	17	19	6
25	-1.4	25	-6	-5	-1
26	-1.5	3	1	-5	6
27	0.2	11	-1	-59	-2
28	-0.1	-10	5	-3	-5
29	-0.2	-6	2	-11	-6
30	-0.8	-3	-2	17	-2

Eleven of the compounds above, with one line to a screen:
20: Cc1n[nH]c(=O)c2c1nnn2Cc1ccc(F)cc1
21: CC(=O)Nc1ccc(S(=O)(=O)NCCC(=O)OCC(=O)c2ccccc2)cc1
22: O=C(CCCN1C(=O)c2ccccc2C1=O)Nc1nnc(C2CC2)s1
23: Cc1nc2nc(SCC(=O)NCCCN3CCCC(C)C3)nn2c(C)c1Cc1ccccc1Cl (centres undefined)
24: CC(=O)N=c1c(C#N)cc2c(=O)n3cccc(C)c3nc2n1Cc1ccco1
25: COc1cccc(C2NC(=O)NC(C)=C2C(=O)Nc2cc(OC)ccc2OC)c1 (centres undefined)
26: COc1ccc(/C=C/C(=O)OCC(=O)NCC2CCCO2)cc1 (centres undefined)
27: Cc1n[nH]c(=S)n(/N=C/c2cccs2)c1=O
28: Cc1noc(C)c1CSc1nc2ccccc2c(=O)n1-c1ccccc1
29: CCN(CC)C(=O)Oc1ccc2c(=O)c(-c3ccc(OC)cc3)c(C)oc2c1

Compound	20	21	22	23	24	25	26	27	28	29
Rpn11 block	i	i	i	i	i	i	i	i	i	i
DNMT1 inh	0	-1	-2	-2	49	-7	0	0	0	-7
SUMO1-SIM PPI	3	4	-6	-3	20	2	-9	-7	6	-3
NadD block	-1	-8	-3	-6	10	-1	-8	5	-4	-13
LMPTP inh	-1.0	-0.8	1.7	-0.6	3.5	-1.6	0.3	-0.8	1.8	-0.5
Tb MetRS inh	-0.6	-0.5	-0.7	0.3	-0.6	-1.4	-1.5	0.2	-0.1	-0.2
Scp-1 inhibitor	-4	10	3	-3	70*	25	3	11	-10	-6
STEP inh	0	0	-1	5	17	-6	1	-1	5	2
PABP1 MLLE inh	16	-5	-28	3	19	-5	-5	-59	-3	-11
CSN inh	4	-2	5	-3	6	-1	6	-2	-5	-6

30: Cc1ccccc1-c1nsc(SCC(=O)NCc2ccc3c(c2)OCO3)n1

Compound	30
Rpn11 block	i
DNMT1 inh	-3
SUMO1-SIM PPI	2
NadD block	-6
LMPTP inh	1.5
Tb MetRS inh	-0.8
Scp-1 inhibitor	-3
STEP inh	-2
PABP1 MLLE inh	17
CSN inh	-2

The list goes on:
nr	compound	Rpn11 block	DNMT1 inh	SUMO1-SIM PPI	NadD block	LMPTP inh
31	NC(=S)NN=C1C2CC3CC(C2)CC1C3	i	-1	-4	13	-0.3
32	Cc1c(C(=O)N/N=C/c2ccc(N(C)C)cc2)[nH]c2ccc(Cl)cc12	i	4	2	17	-0.9
33	O=C(Nc1ccc(S(=O)(=O)N2CCCC2)cc1)c1cccc(OC(F)F)c1	i	-1	3	-5	1.2
34	CC(C)C(CO)N1CCN(Cc2ccccc2)CCC1=O (centres undefined)	i	0	6	0	-0.4
35	CCn1cnnc1SCC(=O)c1c(N)n(C2CC2)c(=O)[nH]c1=O	i	2	2	10	-1.6
36	O=S(=O)(CCNCCc1ccccc1)NCc1ccccc1	i	8	0	-4	-1.2
37	CCCCCCN1CCN(C2CN(C3CCCCC3)S(=O)(=O)C2)CC1 (centres undefined)	i	0	5	-3	-0.5
38	CCc1nc2c(OCCOc3ccc(F)cc3)cccn2c1N(C)C(=O)c1ccccc1F	i	-4	-2	-2	-0.8
39	[O-][n+]1c2ccccc2cc2ccccc21	i	12	-24	-5	-0.2
40	CCOC(=O)c1cc(S(=O)(=O)N2CCN(C(=O)OCC)CC2)cn1C	i	-2	1	-7	-1.3
41	Cc1nn(CC(=O)N(CC(C)C)C2CCS(=O)(=O)C2)c(C)c1[N+](=O)[O-] (centres undefined)	i	4	-2	-1	-1.6

nr	Tb MetRS inh	Scp-1 inhibitor	STEP inh	PABP1 MLLE inh	CSN inh
31	0.1	-3	4	0	6
32	0.3	-7	-1	-21	8
33	-0.4	-2	1	-32	-2
34	-0.3	-3	-1	-106	0
35	-0.3	-3	-6	-11	0
36	0.6	1	-1	-4	4
37	-0.8	.	1	7	-8
38	-0.2	.	4	18	-5
39	-0.3	-11	0	0	2
40	-2.3	3	-12	2	-6
41	-0.3	-3	2	-7	6

Source: PubChem BioAssay (several laboratories)
